Screens from PubChem BioAssay.
DT40 TDP1 CPT: DT40-hTDP1 cell growth loss with CPT; 12% of 420,000 active; Potency, µM (series often up to 46.2 µM), without a hit: at the top dose activity change, negative = growth inhibition, hits mostly inhibitors; chicken DT40 Tdp1-/-;hTDP1 cells + 20 nM CPT, ATP luminescence, 48 h; further: nearly all actives have a fitted effect of over 55% in size
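Chicken DT40 Tdp1-/- cells complemented with human TDP1, 400 cells/well, exposed to compounds plus 20 nM camptothecin for at least 48 h at 37 C; viability read as ATP content by CellTiter-Glo luminescence.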
TDP1 cell noCPT: qHTS for Inhibitors of human tyrosyl-DNA phosphodiesterase 1 (TDP1): qHTS in cells in absence of CPT; AID 686978, 2013; Potency, µM (series often up to 46.2 µM), without a hit: at the top dose activity change, negative = growth inhibition, actives largely listed as inhibitors; 15% of 420,000 active; DT40 Tdp1-/- hTDP1 cells, no CPT, ATP luminescence, 48 h; further: nearly all actives have a fitted effect of over 55% in size
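Compound effects on proliferation are scored in DT40 Tdp1-/-;hTDP1 cells in the absence of CPT. ATP levels (CellTiter-Glo luminescence) are recorded after a ≥48 hr, 37 °C incubation.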
TDP1 inh: blocks human tyrosyl-DNA phosphodiesterase 1; recombinant TDP1, AlphaScreen DNA substrate cleavage; Potency, µM (series often up to 130 µM), for inactives: top-dose activity change, negative = inhibition, most hits filed as inhibitors; 0.28% of 350,000 active; AID 485290; further: nearly all actives have a fitted effect of over 40% in size
Target sequence (Q9NUW8 whole entry, looked up): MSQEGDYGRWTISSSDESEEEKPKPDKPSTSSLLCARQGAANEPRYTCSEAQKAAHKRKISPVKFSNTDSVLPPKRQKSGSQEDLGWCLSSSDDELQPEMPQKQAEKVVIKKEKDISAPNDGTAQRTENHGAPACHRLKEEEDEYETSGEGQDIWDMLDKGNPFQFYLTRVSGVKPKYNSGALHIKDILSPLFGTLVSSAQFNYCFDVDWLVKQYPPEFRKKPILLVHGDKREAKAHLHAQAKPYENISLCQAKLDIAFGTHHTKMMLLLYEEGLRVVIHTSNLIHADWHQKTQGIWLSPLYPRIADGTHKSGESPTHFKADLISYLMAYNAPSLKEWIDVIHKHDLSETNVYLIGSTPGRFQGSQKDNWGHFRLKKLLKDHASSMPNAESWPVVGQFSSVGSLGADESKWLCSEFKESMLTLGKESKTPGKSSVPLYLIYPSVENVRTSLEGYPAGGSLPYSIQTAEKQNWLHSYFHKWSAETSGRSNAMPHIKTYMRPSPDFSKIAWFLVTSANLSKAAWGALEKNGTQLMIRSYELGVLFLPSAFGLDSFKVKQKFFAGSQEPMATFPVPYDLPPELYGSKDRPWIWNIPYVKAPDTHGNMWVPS
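AlphaScreen read-out: signal falls as enzyme removes the 3' tyrosine-FITC from a 5'-biotinylated DNA oligo (15 nM, 5 min, RT). Enzyme was E. coli-made recombinant Tdp1 at 1 nM, exposed to compound for 15 min beforehand; beads 10 ug/ml, 10 min.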
* marks the source's active call; other numbers are inactive results; ? = inconclusive; . = no result given; & = joins results of further samples; [ ] = remark or other dose. The call rests on the fitted dose curve; in most records, active means well fitted curve in the direction sought with a large enough effect; inconclusive means small, poorly fitted or top-dose-only effect, or another doubt; inactive means no such curve, though single readings can be large; an effect the other way counts as inactive or inconclusive. On the % scale 0 is the no-effect control and ±100 the full control effect; potency means the concentration at half of the fitted maximal effect.

The line under a structure holds: DT40 TDP1 CPT | TDP1 cell noCPT | TDP1 inh
- Cc1cccc(NC(=O)CSc2nsc(SCC(=O)Nc3cccc(C)c3)c2C#N)c1
→ ? | ? | 1.2%
- CSc1cccc(NC(=O)c2sc3nc4n(c(=O)c3c2C)CCC4)c1
→ ? | -11.2% | 3.8%
- COc1ccc(/C=N/Nc2nncc3ccccc23)c(OC)c1
→ 25.9µM* | ? | 7.1%
- CCOc1c2ccc(C(=O)NCc3ccc(C(F)(F)F)cc3C(F)(F)F)cc2nn1C
→ -16.1% | -22.5% | 4.0%
- Cc1nc(NC(=O)C23CC4CC(CC(C4)C2)C3)sc1Cc1ccc2c(c1)OCO2
→ ? | 20.6µM* | 8.2%
- COc1ccc(N2CCN(CCNC(=O)C3CC(=O)N(C4CCCC4)C3)CC2)cc1 (stereo not given)
→ -10.5% | -7.7% | 3.1%
- COc1ccc(NC(=O)c2ccccc2)c([N+](=O)[O-])c1
→ -2.0% | ? | 5.4%
- CC(=O)N1CCN(C(=O)c2ccc(Oc3ccccc3)cc2)CC1
→ 2.8% | -1.8% | 5.3%
- COc1ccc(C(=O)N/N=C(\C)CC(=O)Nc2ccc3c(c2)OCO3)cc1
→ 23.2% | 0.3% | 3.6%
- C[C@@H]1NS(=O)(=O)[C@H]2C[C@@H]3C=C[C@]2(O3)[C@H]1OC(=O)c1ccccc1Br
→ 0.8%&-23.9% | -14.6%&-25.4% | 1.7%
- COc1ccc(-n2c(N)cc(=O)nc2SCC(=O)NC2CCCCC2)cc1
→ -3.4% | 1.8% | .
- CCOc1ccc(N(CC(=O)NCc2ccc(F)cc2)C(=O)c2ccco2)cc1
→ 2.1% | ? | -0.2%
- O=C(O)CSCC(=O)N1CCCN(c2nccc(C(F)(F)F)n2)CC1
→ 0.4% | 1.1% | .
- COc1cccc2cc(-c3ccccc3)c(=O)oc12
→ 18.6% | -25.1% | -4.9%
- COc1ccccc1C(=O)Nc1nc2n(n1)C(c1ccc(F)cc1)C=C(c1ccc(Cl)cc1)N2 (stereo not given)
→ ? | ? | 0.0%
- CC1CCCC(C)N1C(=O)COC(=O)Cc1c[nH]c2ccccc12 (stereo not given)
→ 13.9% | -1.9% | 0.7%
- CCCc1ccc(C(=O)CCC(=O)O)cc1
→ 4.2% | -7.7% | 1.0%
- COCCNC(=O)c1ccc2c(=O)n(Cc3ccco3)c(SCC(=O)NC3CCCCC3)nc2c1
→ -15.3% | 0.8% | 6.7%
- O=c1oc2cccnc2n1CCS(=O)(=O)c1ccc(F)cc1
→ -3.5% | -17.5% | .
- CCNC(=S)N=Nc1c(O)[nH]c2ccc(C(C)C)cc12
→ 5.17µM* | 5.17µM* | 4.3%
- CC(C)(C)c1ccc(/C=N/Nc2cccc(C(=O)O)c2)cc1
→ -5.3% | 7.7% | 4.6%
- CCCC(C)NC(=O)/C=C/c1cccc([N+](=O)[O-])c1 (stereo not given)
→ 4.9% | 0.8% | 8.4%
- OC(c1cccc(CN2CCCCC2)c1)c1ncc(-c2cccc(C(F)(F)F)c2)[nH]1 (stereo not given)
→ 14.6µM* | 20.6µM* | .
- CCSc1nnc(NC(=O)C(CC)(C(F)(F)F)C(F)(F)F)s1
→ ? | 18.4µM* | 1.5%
- C[C@H](CO)N1C[C@H](C)[C@H](CN(C)S(=O)(=O)c2ccccc2F)OCc2cnnn2CCCC1=O
→ 4.2% | 0.1% | .
- CC(=NNc1nc2ccccc2s1)c1ncccn1
→ -76.0% | 0.0206µM* | .
- CCN(CC)S(=O)(=O)c1ccc2c(c1)c(=O)c(C(=O)NCCOC)cn2C
→ -28.9% | 0.8% | 5.7%
- NS(=O)(=O)c1cccc(Nc2nc3ccccc3nc2NS(=O)(=O)c2ccc(Cl)cc2)c1
→ -23.5% | -17.4% | 1.1%
- COc1cc(NC(=O)c2cc3ccccc3o2)c(OC)cc1Br
→ ? | ? | -2.0%
- O=C(CCCNS(=O)(=O)c1cccs1)N1CCc2ccccc2C1
→ -1.7% | -4.4% | 0.0%

(list continues)
The line under a structure holds: DT40 TDP1 CPT | TDP1 cell noCPT | TDP1 inh
- O=C(CC1C(=O)NCCN1Cc1ccoc1)NCCCn1ncc2ccccc21 (stereo not given)
→ 4.8% | -11.3% | -8.3%
- COCC(=O)N(C)c1nnc(-c2cnccn2)s1
→ -13.6% | -4.0% | 4.1%
- CSc1ccc(C2c3[nH]c4ccccc4c3CCN2C(=O)CCc2ccccc2)cc1 (stereo not given)
→ -18.5% | -21.2% | 5.4%
- CC(Cc1c[nH]c2ccccc12)NC(N)=O (stereo not given)
→ 2.2% | 2.5% | 0.0%
- CC(C)c1ccc(/C=N/Nc2ccc(C(=O)O)cc2)cc1
→ -22.6% | 3.6% | 5.9%
- O=S(=O)(N/N=C/c1ccc2c(c1)OCO2)c1ccc(Br)cc1
→ -1.9% | -1.7% | 2.7%
- CC(C)c1ccc(C2CC(=O)Nc3cc4c(cc32)OCCO4)cc1 (stereo not given)
→ ? | 29.1µM* | -4.3%[12.3 µM]
- COc1ccc(CCN(Cc2cccs2)S(=O)(=O)c2ccc(C(=O)O)cc2)cc1OC
→ -3.1% | 15.4% | 8.4%
- CCc1cccc(NC(=O)CSCc2cc(=O)[nH][nH]2)c1
→ -10.3% | -18.9% | 6.8%
- CCOC(=O)C(C)(C)Sc1nc2c(cnn2-c2ccc(F)cc2)c(=O)[nH]1
→ 18.4% | -5.2% | .
- Cc1cccc(C(=O)Nc2cc(=O)n(C)c(=O)n2C)c1
→ -5.2% | 4.1% | 2.6%
- CSc1nc2ccc(NC(=O)CS(=O)(=O)c3ccccc3)cc2s1
→ -7.6% | ? | .
- CN1CCc2c(sc3c2c(=O)n(-c2ccccc2)c2n[nH]c(=S)n32)C1
→ -11.9% | -12.8% | ?
- O=C(OCc1nc2ccccc2[n+]([O-])c1C(=O)c1ccccc1)c1cccnc1
→ -20.1% | -3.0% | 3.6%
- NS(=O)(=O)c1ccc(NCc2c(F)cccc2Cl)cc1
→ -21.2% | ? | -5.8%
- CC1(C)C(=O)N(CCN2CCC(C(=O)c3ccc(F)cc3)CC2)c2ccccc21
→ 13µM* | 14.6µM* | 8.0%
- COCCn1c(N)c(N(Cc2ccccc2)C(=O)c2cc(=O)[nH]c3ccccc23)c(=O)[nH]c1=O
→ 1.6% | -3.3% | -2.8%
- COc1ccc(/C=N/n2cncn2)cc1CSc1ccccn1
→ 4.4% | -1.7% | 1.1%
- Cc1ccc(-n2[nH]c3c4c(ccc3c2=O)C(=O)c2ccccc2C4=O)cc1
→ -7.8% | -20.9% | 3.4%
- CCn1cc(C(=O)NC2CCCCCC2)c(=O)c2cc(S(=O)(=O)N3CCCCC3)ccc21
→ 29.1µM* | ? | .
- CC(=O)c1ccc(NC(=O)c2ccc(S(=O)(=O)c3ccccc3)cc2)cc1
→ 4.2% | -28.0% | 7.0%
- Cc1ccc(S(=O)(=O)N2CCN(C(=O)COC(=O)Cc3ccc(Cl)cc3)CC2)c(C)c1
→ ? | ? | 0.9%
- Cc1ccc(-n2nc(C(=O)Nc3ccc(Cl)cn3)c3c4ccccc4n(C)c3c2=O)cc1
→ -0.7% | -18.8% | 2.3%
- Cc1ccc(NC(=O)c2oc3ccc(S(=O)(=O)N(C)C4CCCCC4)cc3c2C)c(C)c1
→ ? | 14.6µM* | -5.2%
- CCC(CC)NC(=O)CCCSc1nc2ccccc2[nH]1
→ 2.7% | ? | 4.9%
- COc1ccc(CNC(=O)CCNC(=O)c2ccco2)cc1OC
→ -1.5% | 6.1% | -5.1%
- CC(=O)c1ccc(NC(=O)C2CC(=O)Nc3nc4ccccc4n32)cc1 (stereo not given)
→ -6.1% | -8.5% | .
- O=C(C[C@@H]1C/C=C/CCCC(=O)O[C@H](c2ccccc2)CNC1=O)NCCO
→ -7.2% | -0.7% | 1.0%
- Cc1ccc(CC(=O)Nc2c(C(=O)N3CCN(c4ccccc4)CC3)oc3ccccc23)cc1
→ 23.1µM* | ? | 8.6%
- COn1c(=O)c(-c2ccc(Cl)cc2)[n+]([O-])c2ccccc21
→ -1.2% | -0.7% | 2.3%

A different layout for five compounds above.
mol	DT40 TDP1 CPT	TDP1 cell noCPT	TDP1 inh
CN1CCc2c(sc3c2c(=O)n(-c2ccccc2)c2n[nH]c(=S)n32)C1	-11.9%	-12.8%	?
O=C(OCc1nc2ccccc2[n+]([O-])c1C(=O)c1ccccc1)c1cccnc1	-20.1%	-3.0%	3.6%
NS(=O)(=O)c1ccc(NCc2c(F)cccc2Cl)cc1	-21.2%	?	-5.8%
CC1(C)C(=O)N(CCN2CCC(C(=O)c3ccc(F)cc3)CC2)c2ccccc21	13µM*	14.6µM*	8.0%
COCCn1c(N)c(N(Cc2ccccc2)C(=O)c2cc(=O)[nH]c3ccccc23)c(=O)[nH]c1=O	1.6%	-3.3%	-2.8%

The list continues:
The line under a structure holds: DT40 TDP1 CPT | TDP1 cell noCPT | TDP1 inh
- CSCCC(NC(=O)c1ccccc1Br)C(=O)Nc1ccc(C)cc1 (stereo not given)
→ 0.3% | -2.4% | 0.0%
- Cn1c(CN2CCOCC2)nnc1SCC(=O)NCCc1ccccc1
→ 10.8% | -9.3% | 4.5%
- Cn1c(=O)c2cc(NC(=O)CCc3cccnc3)ccc2n1Cc1cccc(C(F)(F)F)c1
→ ? | 18.4µM* | .
- CC(C)C(C(=O)NC1=NCCS1)c1ccc(Cl)cc1 (stereo not given)
→ ? | ? | 3.6%
- CCn1c(Oc2ccccc2)nc2c1c(=O)n(C)c(=O)n2C
→ ? | -18.3% | .
- Cc1onc(-c2ccccc2)c1C(=O)N1CCN(S(=O)(=O)c2ccccc2C(F)(F)F)CC1
→ -3.9% | -6.0% | 12.3%
- COc1ccc(/C=C2\Oc3cc(OCC(=O)N4CCC[C@H]4CO)ccc3C2=O)c(OC)c1
→ 23.1µM* | ? | .
- COc1cccc(C(C)(O)c2nc(-c3cc(F)cc(F)c3)cs2)c1 (stereo not given)
→ ? | 23.1µM* | .
- CCc1nnc(NC(=O)COc2ccccc2[N+](=O)[O-])s1
→ -15.7% | -20.5% | 5.9%
- FC(F)(F)c1cccc(-c2nc3nc(Cl)c(Cl)nc3[nH]2)c1
→ 7.31µM* | 2.06µM* | .
- CCN(CC(=O)NCc1ccc(F)cc1)CC(O)COCc1cccc(OC)c1 (stereo not given)
→ ? | ? | 7.4%
- CCc1ccc(NC(=O)CN(c2ccccc2)S(=O)(=O)N(C)C)cc1
→ 4.7% | -10.9% | 2.7%
- Cc1cc[n+]2c3c(cccc13)CCC2
→ 20.6µM* | 18.4µM* | 7.1%
- COc1cccc(NC(=O)NCCN2CCCCC2)c1
→ -17.9% | 18.1% | .
- COc1ccccc1/C=C(/C(=O)OCC(=O)N(C)Cc1ccccc1)c1ccccc1
→ ? | 13µM* | -5.4%
- Cc1ccc(-c2nc(C)sc2CC(=O)O)cc1
→ 1.6% | 0.6% | 2.0%
- CCOc1cc(S(=O)(=O)N2CCN(S(=O)(=O)CC)CC2)c(OCC)cc1-n1cnnn1
→ 1.5% | 4.0% | -0.2%
- CC1CC(C)(C)NC(=S)N1CC(=O)NCc1ccc(Cl)cc1 (stereo not given)
→ -2.8% | -3.6% | 4.7%
- O=C(CN(Cc1cccs1)C(=O)CSc1nnc(COc2ccccc2)o1)NC1CCCCC1
→ ? | ? | 4.9%
- Cc1cccc(-n2c(N)cc(=O)nc2SCC(=O)Nc2ccc(F)cc2)c1C
→ -30.0% | -28.5% | 1.9%
- COc1ccccc1-c1cc(NC=O)c2ncc(-c3cccc(C(F)(F)F)c3)n2c1
→ ? | 18.4µM* | .
- O=C(O)CCC(=O)N1N=C(c2ccc(Br)cc2)CC1c1ccc(Br)cc1 (stereo not given)
→ -11.7% | -16.1% | .
- COc1ccc(CC(=O)OCC(=O)Nc2c(C)n(C)n(-c3ccccc3)c2=O)cc1
→ -5.0% | 1.7% | 8.3%
- O=C(C1CCC1)N1CCN(c2ccccc2)CC1
→ -15.3% | -3.0% | 3.9%
- CC1Oc2ccc(C#N)cc2N(Cc2cccc(F)c2)C1=O (stereo not given)
→ 3.9% | -16.0% | .
- CC(OC(=O)c1cc(=O)[nH]c2ccccc12)C(=O)c1ccccc1 (stereo not given)
→ -18.3% | -23.6% | 2.9%
- CCCn1c(SC(C(=O)Nc2cc(C)ccc2OC)c2ccccc2)nc2ccccc2c1=O (stereo not given)
→ 18.4µM* | 14.6µM* | 7.9%
- CCOc1c(S(=O)(=O)NC2CC(C)(C)NC(C)(C)C2)ccc(Cl)c1Cl
→ ? | ? | -2.7%
- Cc1ccc(C(=O)NCC(=O)NCC(c2cccs2)N2CCOCC2)cc1 (stereo not given)
→ 3.3% | 23.9% | 1.9%
- COc1ccc(NC(=O)CSc2nnc3n2CCCCC3)cc1OC
→ 1.9% | 0.206µM* | .
- Cc1ccc(N2CCN(CCc3nc4cc(NS(C)(=O)=O)ccc4n3C)CC2)cc1
→ -28.4% | ? | 9.1%
